Screens as filed in PubChem BioAssay.
CXCR6 block: CXCR6 (human) receptor inhibition | O00574 | hit rate 0.36% among 360,000 | AID 602244 | CHO-K1 PathHunter CXCR6 beta-arrestin, luminescence | inhibition, % at 20 µM; in the data active means inhibition above about 34%, passing the limit was not always enough;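 further: antagonist mode with CXCL16 agonist at 10 nM final; 0% = 10 nM CXCL16 with DMSO and 100% = unstimulated wells without agonist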
APJ antagonist: blocks the human apelin receptor APJ; CHO-K1 APJ beta-arrestin complementation, luminescence; inhibition, % at 20 µM; hit rate 0.32% among 330,000;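 active means inhibition above about 40% at 20 µM, limit read from the data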;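 further: cells challenged with 10 nM apelin-13 agonist together with compound; plate controls were apelin-13 plus DMSO wells for no effect and DMSO wells lacking apelin-13 for full effect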
Target sequence (P35414 whole entry, looked up): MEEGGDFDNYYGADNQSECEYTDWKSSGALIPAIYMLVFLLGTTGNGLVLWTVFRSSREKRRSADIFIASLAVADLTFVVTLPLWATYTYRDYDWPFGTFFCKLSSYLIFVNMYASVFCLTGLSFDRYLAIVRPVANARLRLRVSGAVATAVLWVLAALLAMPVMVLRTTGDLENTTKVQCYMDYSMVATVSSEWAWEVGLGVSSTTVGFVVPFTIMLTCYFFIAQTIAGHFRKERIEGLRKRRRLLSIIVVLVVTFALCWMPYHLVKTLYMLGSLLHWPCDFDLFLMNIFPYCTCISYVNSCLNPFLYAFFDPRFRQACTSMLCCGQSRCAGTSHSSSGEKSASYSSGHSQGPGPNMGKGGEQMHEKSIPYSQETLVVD
Jurkat NFkB inh: inhibitors of the PMA/ionomycin-induced NF-kB reporter in Jurkat cells; inhibition, % at 4 µM; hit rate 0.53% among 330,000; AID 435003; PMA/ionomycin-induced NF-kB luciferase reporter, luminescence; in the data active means inhibition above about 50%
EBI2 block: EBI2 (human) antagonism. P32249. EBI2 beta-arrestin recruitment, luminescence, 7a,25-OHC stimulated. inhibition, % at 5 µM. hit rate 0.81% among 360,000. AID 651636; in the data active means inhibition above about 38%;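 further: enzyme fragment complementation signal reports receptor beta-arrestin coupling in cells; 0% = agonist plus DMSO wells and 100% = wells without agonist; some results beyond the cut were filed as inactive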
Gli-Sufu block: blocks Gli-Sufu signaling in a luciferase reporter | hit rate 0.74% among 340,000 | inhibition, % at 5 µM | Sufu-KO-LIGHT fibroblasts, Gli luciferase reporter luminescence | AID 588413;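 active means inhibition above about 55%, limit read from the data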;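 further: 0% = DMSO-treated cells and 100% = wells with medium but no cells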
697 NFkB inh: inhibitors of the PMA/ionomycin-induced NF-kB reporter in 697 B cells; 697 B-cell NF-kB luciferase reporter, 16 h; inhibition, % at 4 µM; hit rate 0.33% among 330,000; in the data active means inhibition above about 35%
UBC13 inh: inhibitors of human UBC13 polyubiquitin chain formation. TR-FRET. inhibition, % at 20 µM. hit rate 0.47% among 330,000; in the data active means inhibition above about 45%, passing the limit was not always enough
Target sequence (P61088 whole entry, looked up): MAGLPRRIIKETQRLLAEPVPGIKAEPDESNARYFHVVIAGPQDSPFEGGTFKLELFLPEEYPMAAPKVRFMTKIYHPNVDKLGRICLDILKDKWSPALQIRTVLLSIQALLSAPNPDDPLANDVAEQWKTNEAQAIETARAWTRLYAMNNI
CCR6 antag: CCR6 (human) receptor antagonism. P51684. CHO-K1 CCR6 PathHunter beta-arrestin, luminescence, CCL20-stimulated. inhibition, % at 20 µM. hit rate 0.49% among 340,000;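 active means compounds whose inhibition of the agonist-driven luminescence signal at 20 µM reaches about 50%, limit read from the data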;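 further: cells stimulated with CCL20 at 14 nM final; plate controls were DMSO with CCL20 for no effect and DMSO without agonist for full effect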
Target sequence (P51684 whole entry, looked up): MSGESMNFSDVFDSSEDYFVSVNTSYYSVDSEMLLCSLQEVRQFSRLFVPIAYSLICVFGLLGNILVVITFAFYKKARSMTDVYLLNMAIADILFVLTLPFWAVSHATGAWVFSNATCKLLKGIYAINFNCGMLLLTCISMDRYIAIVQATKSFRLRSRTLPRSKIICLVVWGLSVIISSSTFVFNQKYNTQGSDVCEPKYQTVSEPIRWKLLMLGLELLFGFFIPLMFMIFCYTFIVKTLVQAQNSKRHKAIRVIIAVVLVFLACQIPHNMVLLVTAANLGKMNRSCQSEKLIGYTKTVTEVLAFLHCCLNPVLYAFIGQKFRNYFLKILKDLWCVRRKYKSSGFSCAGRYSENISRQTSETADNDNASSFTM
* = called active by the depositor; i = inactive; . = not tested or not shown.

SMILES	CXCR6 block	APJ antagonist	Jurkat NFkB inh	EBI2 block	Gli-Sufu block	697 NFkB inh	UBC13 inh	CCR6 antag
NC(N)=N/N=C/c1ccc(OCc2ccccc2)cc1	-12	-7	28	-18	11	-34	50*	-2
COC(=O)c1nc2nc(C)cc(=O)n2[nH]1	2	1	13	1	11	-5	-2	-1
CCOC(=O)/C(C#N)=C/c1ccc(OCC(=O)Nc2ccc(OC)cc2)c(OC)c1	5	-16	13	-6	1	-29	-10	-9
Cc1cc(NC(=O)CN2C(=O)NC3(CCCCC3C)C2=O)no1 (stereo unspecified)	0	4	14	-6	-6	17	-4	-1
Cc1ccc(C([O-])=C(C(=S)NCc2ccccc2)[n+]2cccc(CO)c2)cc1[N+](=O)[O-]	7	.	.	-9	-6	.	.	12
Brc1ccc(-c2ccc(/C=N/Nc3nncc(-c4ccccc4)n3)o2)cc1	-6	3	-12	-1	-9	-41	-18	-12
Cc1ccc(C(=O)/C=C/c2ccc(Br)cc2)o1	2	-2	-16	41	0	10	1	17
COc1ccc(C2=NN(C(N)=S)C(c3ccco3)C2)cc1 (stereo unspecified)	-1	12	-13	5	-17	-29	-12	8
Cc1cccc(NC(=O)c2nc[nH]c2C(=O)N[C@@H](C)C(=O)OC(C)(C)C)c1	14	-17	-21	-39	4	-32	-11	8
CC1CCN(C(=O)c2ccc(NC(=O)c3ccccc3)cc2)CC1	0	-5	12	-16	1	-4	3	10
NC(=O)c1cc2ccccc2oc1=NCc1ccccc1	7	18	2	7	5	-15	0	15
C=CCn1c(SCCC#N)nnc1-c1ccncc1	-9	7	10	-11	2	18	-4	1
CN(c1ccccc1)S(=O)(=O)c1cccc(NC(=O)COC(=O)C2CCCCC2)c1	-2	-12	-3	-5	3	19	2	17
COc1ccccc1/C=C/C1(C(=O)NC2CCCC2)CC(=O)N1c1ccc(F)cc1 (stereo unspecified)	0	-7	28	14	2	16	9	8
C#CCSc1nnc(CSc2nc3ccccc3s2)n1-c1ccccc1	-4	18	5	5	8	12	1	16
COc1ccc(C)cc1NC(=O)c1ccc2c(c1)C(=O)N(Cc1ccncc1)C2=O	-4	16	-4	-1	-1	1	19	0
CCCCOP(=O)(OCCCC)C(O)c1ccc(N(C)C)cc1 (stereo unspecified)	4	3	12	5	3	-17	-1	2
Cn1c(CNc2ccc(F)cc2)nc2ccccc21	-6	0	-126	14	-61	-165	2	-4
CCCCSc1nc(O)cc(=O)n1CC	0	-5	-7	-2	21	-4	-13	-13
Cc1noc(C)c1C(=O)Nc1nc(-c2ccc(F)cc2)cs1	-11	-5	-21	-2	1	3	6	-3
CCCCN1CC[C@H]2C=CC[C@@H](C(=O)NCc3ccc(OC)cc3)[C@H]2C1=O	4	-63	7	-5	4	17	-10	5
Cn1c(=O)n(C)c2cc([N+](=O)[O-])c(N3CCN(S(=O)(=O)c4ccc(C(C)(C)C)cc4)CC3)cc21	6	8	31	7	48	-28	-15	3
COc1cc(/C=C2\SC(=S)N(NC(=O)c3ccc(O)c(OC)c3)C2=O)ccc1O	43*	61*	12	21	-4	-7	-97	57*
O=C(c1cc(C(=O)N2CCOCC2)c2nc3ccccc3n2c1)c1cc(Cl)cc(Cl)c1O	16	19	-3	13	11	19	1	13
Cc1ccc(O)c(NC(=O)c2ccccc2-c2ccccc2C(=O)O)c1	-8	-6	0	-3	-11	12	-5	1
CC(=O)Nc1sc(C)c(C)c1C(=O)OCC(=O)N(CCC#N)c1cc(C)cc(C)c1	-2	10	2	3	7	-1	2	15
Cc1ccc(NC(=O)COC(=O)/C=C/c2ccco2)cc1S(=O)(=O)N(C)C	0	5	3	-22	-11	-9	-9	18
CC(C)C[C@H](N)c1cn([C@@H](Cc2cc3ccccc3[nH]2)C(=O)N2CCNCC2)nn1	-2	-5	-9	-2	-9	-7	72*	-3
Cc1nc(NC(=O)CSc2nnc(-c3ccccc3)c(-c3ccccc3)n2)c(Cl)cc1Cl	6	5	12	42*	7	-3	2	13
O=C(O)c1cc(/C=N\O)ccc1OCc1ccccc1	-7	6	-3	-13	2	32	5	-5
O=S(=O)(c1ccc(NC(=S)N/N=C/c2ccc(O)c(O)c2)cc1)N1CCOCC1	-5	-9	8	4	0	-33	-23	13
O=C(CSc1n[nH]c(-c2ccco2)n1)Nc1sc2c(c1C(=O)Nc1ccccc1)CCCC2	10	10	1	14	5	-19	1	27
Cn1c(=O)c2[nH]c(C=Cc3ccc4c(c3)OCO4)nc2n(C)c1=O	5	.	.	-8	2	.	.	2
O=C(CSc1nnc(-c2ccccn2)n1Cc1ccccc1)NC1CCCC1	-2	3	-2	8	-7	-1	4	3
O=C1/C(=C/c2cccnc2)Oc2cc(OS(=O)(=O)c3ccc(F)cc3)ccc21	5	-13	16	18	2	-10	-16	12
O=C(CCCCl)Nc1nc(-c2ccc3c(c2)OCCO3)cs1	-2	-7	-144	6	-112	-140	6	0
N/C(=N\OCC(=O)Nc1ccccc1)c1nonc1N	-2	1	-1	-4	2	25	5	11
CN1C(=O)c2cccc3c(N)ccc(c23)C1=O	-3	-7	8	-3	-4	6	i	-14
Cc1ccccc1Cn1c2ccccc2c2cnn(CC(=O)NCc3ccco3)c(=O)c21	-10	11	8	-9	15	-5	7	7
COc1ccc(N2C(=O)CCC2=O)cc1	5	-10	9	-15	5	15	-5	-12
COc1ccc(OC)c(NC(=S)NN2CCN(C)CC2)c1	-5	-1	2	2	-6	-3	-5	-2
Cc1ccc(S(=O)(=O)N2CCC(C(=O)NNC(=O)c3ccncc3)CC2)cc1	-4	2	-8	-5	18	0	3	4
OC(CCCC(O)c1ccccc1)c1ccccc1 (stereo unspecified)	-5	.	.	-1	-1	.	.	-1
Cc1nc2nc(C)c(NS(=O)(=O)c3ccc(C4CCCCC4)cc3)c(=O)n2[nH]1	1	-7	2	-4	7	-1	-2	10
CN(Cc1nc(-c2cccc(Cl)c2)no1)C1CCOCC1	0	1	-43	2	-31	-57	-1	10
CS(=O)(=O)N1CCc2cc(-c3csc(NCC4CCCO4)n3)ccc21 (stereo unspecified)	-6	13	3	22	-7	5	-5	-3
CCc1nn2cc(C(=O)c3ccccc3O)cnc2c1-c1ccc(F)cc1	1	0	5	-6	6	-22	-3	19
CC1(C)C=C(c2ccc(C(=O)O)s2)CC(C)(C)N1	5	3	6	-6	1	20	-5	2
CC(=O)N/N=C(\C)CC(=O)Nc1ccc2c(c1)OCCO2	-23	3	15	-16	-7	16	-1	1
CCOc1ccc(C2N(c3cc(C)on3)C(=O)C3CCCN32)cc1OC (stereo unspecified)	0	3	-3	-1	-3	12	7	-5
(continued)
SMILES	CXCR6 block	APJ antagonist	Jurkat NFkB inh	EBI2 block	Gli-Sufu block	697 NFkB inh	UBC13 inh	CCR6 antag
CCOC(=O)/C(C#N)=C/Nc1ccccc1NS(=O)(=O)c1ccc(C)c(C)c1	11	2	8	10	13	-4	-22	21
O=C(CSCc1c(Cl)cccc1Cl)NCc1ccccn1	1	0	0	2	0	7	4	-5
S=C(Nc1ccccc1Cl)N1CCN(c2ccccn2)CC1	-1	16	0	-16	8	-7	-1	-5
CC1=NN(c2ccc(C(=O)O)cc2)C(=O)/C1=C/c1ccc(-c2ccccc2F)o1	7	17	3	41	.	-9	-34	.
Brc1ccc(N=C(c2ccccc2)c2ccncc2)cc1	-1	-15	12	-13	-4	-12	-10	19
Cc1ccc(NS(=O)(=O)c2ccc3c(c2)OCCCO3)cc1S(=O)(=O)N1CCOCC1	-4	-2	-6	3	4	12	3	1
CCP(=O)(CC)c1cccc(N)c1	1	15	15	2	3	-9	0	22
CNC(=O)c1ccsc1NC(=O)C1CCN(S(=O)(=O)c2cccs2)CC1	2	9	19	-2	7	-1	22	-4
CC(=O)c1ccc(Sc2nnc(C)s2)c([N+](=O)[O-])c1	-10	-18	8	-4	-1	23	-4	5
CCOc1cc(C(=O)Nc2ccccc2F)cc(Br)c1OCC	-7	8	10	1	5	21	2	-11
CSc1nc2ccccc2n1CC(=O)Nc1cc(C(F)(F)F)ccc1N1CCOCC1	-5	18	19	19	2	11	6	-2
CCCCn1c(N)c(N(CCOC)C(=O)COc2ccc(OCC)cc2)c(=O)[nH]c1=O	2	15	-8	3	-7	21	6	3
COc1cc(C2C(C(=O)c3cc4ccccc4o3)=C(O)C(=O)N2c2cc(C)on2)cc(OC)c1OC (stereo unspecified)	9	10	-11	-6	6	9	-12	8
COc1ccc(C(=O)Nc2cc(Cl)ccc2-n2cncn2)c(OC)c1OC	-8	-22	1	7	4	20	9	1
CCn1c(SCC(O)c2ccccc2)nnc1-c1ccccc1 (stereo unspecified)	5	1	-30	6	8	-9	4	9
Cc1ccc(S(=O)(=O)N2CCN(C)CC2)c(C)c1N(C)S(=O)(=O)c1ccc(Cl)cc1	6	-11	-16	13	32	-35	-6	20
O=C(CCc1nnc(CCc2ccccc2)o1)N1CCCCC1CCn1cccn1 (stereo unspecified)	-4	6	-19	5	-1	-6	-13	2
Nc1ccc(C(=O)Nc2ccc(OC(F)(F)C(F)F)c(NC(=O)c3ccc(N)cc3)c2)cc1	-6	-15	-24	3	17	-12	4	-1
Cc1cccc(N(CC(=O)NC2CCCC2)C(=O)CCC(=O)Nc2cc(C)on2)c1	7	19	10	1	0	3	2	11
CC(C)(C)C1CCC(OC(=O)c2cncc(Br)c2)CC1 (stereo unspecified)	-11	-5	-73	-31	-12	-39	-8	2
CC(=O)c1sc(NC(=O)c2ccc(C)cc2)nc1C	-5	-4	-107	8	-87	-124	4	-3
CCc1nc(SCC(=O)Nc2ccc([N+](=O)[O-])cc2)n[nH]1	-1	7	16	3	-12	3	-11	-4
COc1cc(CNCC(C)C)c(Br)cc1OCC(=O)NCc1ccccc1	-10	9	7	-2	8	3	5	11
Cc1cc(C)cc(-n2c(C)cc(/C=N\NC(=O)COc3cccc4cccnc34)c2C)c1	9	3	-2	11	9	0	-10	3
Cc1cccc(N=C2NC(=O)/C(=C3/C(=O)N(C)c4ccccc43)S2)c1C	25	25	4	6	8	19	-43	36
CCN(CC)C(=O)C(C)N(C#N)c1nc(NC(C)C)nc(NC(C)C)n1 (stereo unspecified)	2	0	6	7	6	-41	-6	-10
O=C(Cn1c(-c2ccccc2)noc1=O)N1CCC(Cc2ccccc2)CC1	0	-1	11	-9	14	-10	11	14
Cc1ccc(C2CC(c3ccc(Cl)cc3)n3nc(N)nc3N2)cc1 (stereo unspecified)	11	15	5	13	-9	-6	10	-3
CN1CCN(C(=O)c2cnn(-c3ccccc3)c2NC(=O)c2ccccc2F)CC1	6	5	6	-3	8	11	1	6
Cn1c(/C(C#N)=C(\O)c2ccc(S(=O)(=O)N3CCCCC3)cc2)nc2ccccc21	-5	16	9	0	14	-7	4	10
CC1=Nc2ccccc2NC(=O)C1Sc1nnc(C)s1 (stereo unspecified)	-8	17	1	0	9	17	-3	6
Clc1cccc(OCCCn2ccnc2)c1	-7	-10	-17	-17	-2	1	-4	4
O=C(CN1C(=O)C2CC=CCC2C1=O)Nc1nc(-c2ccc(F)cc2)cs1 (stereo unspecified)	-4	0	-15	-4	4	6	0	-7
Cc1cnc(NC(=O)CSc2nnc(-c3ccccc3)o2)s1	-1	-18	-96	-8	-53	-138	-13	12
CS(=O)(=O)N(CC(=O)N/N=C/c1ccc(OCC(=O)N2CCOCC2)cc1)c1ccccc1Cl	1	-9	-3	-5	-9	24	3	-18

Of the compounds above, four have a nitro group on carbon.
SMILES	CXCR6 block	APJ antagonist	Jurkat NFkB inh	EBI2 block	Gli-Sufu block	697 NFkB inh	UBC13 inh	CCR6 antag
Cc1ccc(C([O-])=C(C(=S)NCc2ccccc2)[n+]2cccc(CO)c2)cc1[N+](=O)[O-]	7	.	.	-9	-6	.	.	12
Cn1c(=O)n(C)c2cc([N+](=O)[O-])c(N3CCN(S(=O)(=O)c4ccc(C(C)(C)C)cc4)CC3)cc21	6	8	31	7	48	-28	-15	3
CC(=O)c1ccc(Sc2nnc(C)s2)c([N+](=O)[O-])c1	-10	-18	8	-4	-1	23	-4	5
CCc1nc(SCC(=O)Nc2ccc([N+](=O)[O-])cc2)n[nH]1	-1	7	16	3	-12	3	-11	-4
